Screens: PubChem, several laboratories
OXTR agonist: human OXTR agonists, primary screen, fluorescence, CHO-OTR cells, Fluo-8 calcium | Oxytocin receptor (Homo sapiens), P30559 | Fluo-8 calcium fluorescence; normalized: DMSO 0%, oxytocin 100% | activation, % at 3 µM | actives 0.32% (n = 320,000) | AID 2435, 2010;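 active means activation above the mean of all tested compounds plus 3 SD, cutoff set per screening run, cut at about 20% in these data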;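 further: peak over basal fluorescence ratio from a 100 s FLIPR kinetic read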
Target sequence (P30559 whole entry, looked up): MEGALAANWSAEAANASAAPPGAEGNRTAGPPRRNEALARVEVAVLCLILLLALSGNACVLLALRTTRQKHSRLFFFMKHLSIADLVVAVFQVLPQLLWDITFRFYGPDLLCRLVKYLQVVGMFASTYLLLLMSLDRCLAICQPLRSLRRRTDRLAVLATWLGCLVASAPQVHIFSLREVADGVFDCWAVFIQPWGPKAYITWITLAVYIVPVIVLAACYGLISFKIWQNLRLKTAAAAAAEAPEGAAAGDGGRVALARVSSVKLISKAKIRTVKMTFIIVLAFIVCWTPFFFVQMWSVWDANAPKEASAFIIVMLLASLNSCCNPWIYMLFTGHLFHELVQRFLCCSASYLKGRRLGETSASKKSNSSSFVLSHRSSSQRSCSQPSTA
NALP1 yeast inh: NALP1 inflammasome inhibitors in reconstituted yeast, colorimetric, S. cerevisiae, triplicate retest. S. cerevisiae NALP1/ASC/caspase-1 growth, X-gal OD620, 72 h. inhibition, % at 10 µM. AID 2071, 2009. actives 0.61% (n = 280,000); in the data active means inhibition mostly above about 24%, no sharp cut-off; inactive means mostly below about 32%; further: some compounds called inactive have numbers as strong as hits
GalR3 antag: GalR3 antagonists in HEK293 cells, primary screen, cell-based, fluorescence readout. actives 0.44% (n = 360,000). AID 651719, 2012. HEK293 GalR3-CNG cAMP membrane potential fluorescence; galR3 body fused to GalR1 C-terminus. inhibition, % at 3 µM;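 active means inhibition above the screen-wide average plus 3 SD, cut at about 13% in these data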;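 further: forskolin and galanin both at EC90 stimulate the cells; cAMP rise reported by CNG channel membrane potential dye signal; 0% = forskolin plus galanin with DMSO and 100% = forskolin alone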
Target sequence (O60755 1-299 limits assumed): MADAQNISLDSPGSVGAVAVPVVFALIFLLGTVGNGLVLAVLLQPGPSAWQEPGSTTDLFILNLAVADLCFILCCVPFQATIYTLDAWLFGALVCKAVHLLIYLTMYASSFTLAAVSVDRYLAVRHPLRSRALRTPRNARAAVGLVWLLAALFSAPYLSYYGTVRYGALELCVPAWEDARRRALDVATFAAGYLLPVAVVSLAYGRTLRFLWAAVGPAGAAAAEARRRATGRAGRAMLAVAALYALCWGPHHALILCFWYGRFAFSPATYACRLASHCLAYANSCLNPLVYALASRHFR
PfM18AAP inh: PfM18AAP inhibitors, malaria aminopeptidase, primary screen, biochemical, QFRET, recombinant enzyme; H-Glu-NHMec fluorogenic cleavage; inhibition, % at 7.35 µM; actives 1.2% (n = 290,000); AID 1822, 2009;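 active means inhibition above the campaign mean inhibition over all tested compounds plus 3 SD, cut at about 28% in these data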;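 further: 0% = plate median of test compound wells and 100% = 2 mM ZnCl2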
MEKK2 WT-MEK5: modulators of MEK5 binding to wildtype MEKK2, primary screen, biochemical, multiplex bead flow cytometry, Alexa488-MEK5; actives 1.1% (n = 290,000); binding response (% of control), % at 10 µM; Mitogen-activated protein kinase kinase kinase 2 (Homo sapiens), Q9Y2U5; Alexa488-MEK5 binding to MEKK2 WT; actives lie on both sides; in the data active means binding response below about 67% or above about 130%
OXTR potentiate: human OXTR potentiators, primary screen, fluorescence, CHO-OTR cells, Fluo-8 calcium; Oxytocin receptor (Homo sapiens), P30559; Fluo-8 calcium fluorescence, potentiator mode; 0% = oxytocin EC15, 100% = EC100; activation, % at 3 µM; actives 0.061% (n = 320,000); AID 2445, 2010;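 active means activation above that plate's cutoff, the mean activation of tested compounds plus 3 SD, cut at about 6.6% in these data, passing the limit was not always enough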;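 further: 100% uses oxytocin at 75 nM as the full agonist control; some results filed as inactive read as strong as hits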
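Dosing: Single dose, 3.0 µM nominal final compound concentration | Material: Human OTR in CHO cells | Technique: Kinetic Fluo-8 calcium fluorescence | Benchmarks: EC15 oxytocin alone as 0%, 75 nM oxytocin as 100% | Probe or stimulus: Oxytocin at about EC15, sub-maximal agonist stimulus | Incubation: Compound 6 min at room temperature before oxytocin, 100 s read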
V1R ag counter: agonists of human V1a receptor, primary screen, counter-screen for OXTR agonist project, fluorescence, CHO-V1R cells; Vasopressin V1a receptor (Homo sapiens), P37288; Fluo-8 calcium fluorescence, agonist mode; 0% DMSO, 100% 3 nM vasopressin; activation, % at 3 µM; actives 0.25% (n = 320,000); AID 2797, 2010;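 active means activation above the mean activation of all tested compounds plus 3 SD, per screening run, cut at about 20% in these data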;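 further: signal is peak over basal fluorescence ratio across a 100 second FLIPR read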
Target sequence (P37288 whole entry, looked up): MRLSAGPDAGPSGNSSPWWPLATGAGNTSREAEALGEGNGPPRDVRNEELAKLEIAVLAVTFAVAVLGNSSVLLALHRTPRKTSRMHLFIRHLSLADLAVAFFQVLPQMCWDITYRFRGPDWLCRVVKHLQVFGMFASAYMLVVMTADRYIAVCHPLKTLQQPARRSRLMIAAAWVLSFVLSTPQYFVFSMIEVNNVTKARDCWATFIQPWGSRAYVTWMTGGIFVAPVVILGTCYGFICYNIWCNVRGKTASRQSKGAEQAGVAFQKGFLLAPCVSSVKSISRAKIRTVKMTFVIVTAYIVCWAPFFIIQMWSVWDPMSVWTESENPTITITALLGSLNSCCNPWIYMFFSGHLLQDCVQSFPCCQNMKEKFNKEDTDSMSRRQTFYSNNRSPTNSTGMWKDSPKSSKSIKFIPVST
MEKK2mut PB1 HTS: MEK5 binding signal on mutant MEKK2 PB1, primary screen, biochemical, multiplex bead flow cytometry, Alexa488-MEK5; Alexa488-MEK5 binding to MEKK2 mutant; percent response, % at 10 µM; actives 0.35% (n = 290,000); AID 1530, 2009; in the data active means percent response above about 24%, passing the limit was not always enough; further: inactives centre near 1; some results filed as inactive read as strong as hits
GPR7 antag: GPR7 receptor antagonists, primary screen, cell-based, fluorescence, single concentration | AID 1861, 2009 | inhibition, % at 4.4 µM | GPR7-expressing cells, fluorescence antagonist assay | actives 1.1% (n = 290,000) | Neuropeptides B/W receptor type 1 (Homo sapiens), P48145; in the data active means inhibition above about 16%, passing the limit was not always enough;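 further: cells stimulated with the agonist NPW; 0% = agonist with vehicle and 100% = vehicle without agonist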
* hit, by the source's call; / = not tested or not shown; [ ] = another dose, or the depositor's remark. Rows are unselected; 4.1% or so of the library scored in one or more.

SMILES | OXTR agonist | NALP1 yeast inh | GalR3 antag | PfM18AAP inh | MEKK2 WT-MEK5 | OXTR potentiate | V1R ag counter | MEKK2mut PB1 HTS | GPR7 antag
CCOc1ccc(N2CC(C(=O)N3CCCCC3)CC2=O)cc1 (configuration not stated) | 0.5 | -30 | -7 | -1 | 94 | -5 | 0.2 | -7 | 0
CC(=O)Oc1ccc2occ(C(=O)c3ccccc3)c2c1 | -2.2 | / | -2 | / | / | -12 | -0.3 | / | /
COc1ccc(CSc2ncn[nH]2)cc1[N+](=O)[O-] | 0.1 | 28 | -4 | 20 | 97 | -4 | -0.1 | 0 | 3
Cc1ccc(S(=O)(=O)N2CCOCC2)cc1C(=O)NCc1cccnc1 | -0.1 | -1 | 1 | 3 | 95 | -13 | 0.5 | -8 | 1
CCN(CC)C(=O)CSc1nc2cc3c(cc2c(=O)n1CCCC(=O)NCCc1ccc(OC)c(OC)c1)OCO3 | -2.4 | 6 | 3 | 8 | 97 | 3 | -1.0 | -3 | 0
CCOC(=O)CSc1nnc(CNC(=O)c2ccco2)n1-c1ccc(F)cc1 | 0.8 | -17 | -5 | -21 | 96 | -2 | -0.1 | 2 | -19
COc1ccc(N2CCN(S(=O)(=O)c3ccc(OC)c(C(=O)N4CCCCC4)c3)CC2)cc1 | 2.5 | 4 | -8 | -1 | 105 | -10 | 3.9 | 2 | 2
COc1ccccc1NC(=O)CON=C(N)CC(=O)NC1CCCCC1 | 4.0 | / | -1 | / | / | -4 | 3.6 | / | /
O=C(NCC(=O)N1CCOCC1)OCc1ccccc1 | 0.2 | 8 | -6 | -12 | 107 | 0 | 0.9 | 3 | -14
Cc1cc(C)nc(N/N=C/c2c(C)oc3ccccc23)n1 | -2.4 | -1 | -3 | -7 | 95 | -8 | -1.3 | -1 | -2
CC(=O)c1sc(-c2ccccc2)cc1NS(=O)(=O)c1ccc(C)cc1 | -1.7 | -3 | 1 | 1 | 94 | -5 | -0.8 | -5 | -8
O=[N+]([O-])c1ccc(CNC2CCCc3ccccc32)cc1 (configuration not stated) | -2.4 | 6 | -5 | 3 | 99 | -3 | -0.6 | -1 | 7
COc1ccc(CN(CC(=O)NCCc2ccccc2)C(=O)CCC(=O)Nc2ccccn2)cc1 | 1.4 | 7 | -10 | -2 | 101 | -3 | 1.3 | -2 | -15
COC(=O)C1=[N+]([O-])OC(C(=O)OC)C1c1c[nH]c2ccccc12 (configuration not stated) | -0.6 | 15 | 0 | -3 | 92 | -1 | 0.9 | -5 | -2
C=CCn1c(SCC(=O)Nc2c(C)cccc2C)nnc1-c1ccncc1 | 0.3 | 11 | -5 | -2 | 98 | 6 | -0.6 | 1 | -9
CCOC(=O)CC1C(=O)NCCN1c1nc2ccc(C)cn2c(=O)c1/C=C1\SC(=S)N(CC(C)C)C1=O (configuration not stated) | 18 | 3 | / | 1 | 55*[inhibitor] | -9 | 13 | -7 | 8
CC(=O)N(Cc1cc(=O)[nH]c2ccccc12)c1ccccc1 | 0.2 | 6 | -6 | -1 | 106 | -10 | 0.9 | 8 | -7
Cn1c(NCCO)nc2c(c1=O)C1(CCCCC1)Cc1ccccc1-2 | 1.1 | -6 | -3 | 1 | 102 | -9 | 0.7 | 9 | -15
O=C(NCc1nc(-c2ccccc2)cs1)c1ccccc1 | 1.2 | -18 | 12 | -11 | 100 | -9 | 3.2 | 0 | -13
CCN1CCN(C(=O)c2cc3ccc(OC)cc3[nH]2)CC1 | 1.8 | -9 | -7 | 9 | 104 | 6 | 0.9 | 9 | -11
CC(C)NC(=O)Cn1cc(C(=O)COc2ccccc2)c2ccccc21 | 0.1 | 28 | -1 | -5 | 99 | -6 | 7.9 | 1 | -1
Cc1cccc(NC(=O)C2C(C(=O)O)C3C=CC2C32CC2)c1C (configuration not stated) | -1.0 | -5 | -3 | 7 | / | -2 | -1.2 | / | -10
O=C(CSc1nnnn1C1CCCC1)Nc1cccc(NC(=O)c2ccco2)c1 | 0.2 | 7 | -12 | 1 | 102 | -8 | 2.7 | 9 | -4
Cc1ccc(S(=O)(=O)Cn2nnnc2CN2CCOCC2)cc1 | 0.5 | -19 | -3 | 0 | 110 | -8 | 0.4 | 9 | -8
CCCCC(=O)Nc1ccc2c(c1)nc(CCN1CCN(c3ccccn3)CC1)n2C | -1.6 | 16 | -11 | -2 | 113 | 5 | -1.2 | 6 | 4

Some of the entries above in a different format:
Fields – OXTR agonist | NALP1 yeast inh | GalR3 antag | PfM18AAP inh | MEKK2 WT-MEK5 | OXTR potentiate | V1R ag counter | MEKK2mut PB1 HTS | GPR7 antag
COc1ccc(CN(CC(=O)NCCc2ccccc2)C(=O)CCC(=O)Nc2ccccn2)cc1
 : 1.4 | 7 | -10 | -2 | 101 | -3 | 1.3 | -2 | -15
Cn1c(NCCO)nc2c(c1=O)C1(CCCCC1)Cc1ccccc1-2
 : 1.1 | -6 | -3 | 1 | 102 | -9 | 0.7 | 9 | -15

New compounds follow.
SMILES | OXTR agonist | NALP1 yeast inh | GalR3 antag | PfM18AAP inh | MEKK2 WT-MEK5 | OXTR potentiate | V1R ag counter | MEKK2mut PB1 HTS | GPR7 antag
CCOC(=O)c1cnn(-c2cc(Oc3ccccc3)ncn2)c1N | 0.7 | 13 | 0 | -1 | 98 | -7 | 0.0 | 0 | -14
Cc1ccc(CN2C(=O)c3ccccc3Sc3ccc(C(=O)NCCN4CCOCC4)cc32)cc1 | 1.9 | 10 | -9 | -1 | 105 | -10 | 9.5 | -6 | 14
COc1ccc(CC(=O)Nc2nnc(C(C)C)s2)cc1 | / | 1 | -2 | -5 | 97 | / | / | -4 | 1
COC(=O)c1ccc(C2/C(=C(/O)c3ccc(OC)cc3)C(=O)C(=O)N2Cc2ccco2)cc1 (configuration not stated) | 1.3 | 10 | -1 | 6 | / | -3 | 0.7 | / | -12
CN(C)c1ccc(/C=N/NC(=O)CNC(=O)/C=C/c2ccco2)cc1 | -0.8 | 3 | -6 | 5 | 99 | -3 | 0.5 | -2 | 0
CC(NC(=O)/C(=C/c1cccc([N+](=O)[O-])c1)NC(=O)c1ccco1)C(=O)O (configuration not stated) | 0.3 | 6 | -9 | -12 | 86 | -8 | 0.8 | -2 | -9
CCCNC(=O)CCn1nc(-c2ccc(Cl)cc2)c2ccccc2c1=O | -2.2 | / | 2 | 13 | 95 | 8 | -1.1 | -21 | -3
CC1(C)Cc2nc3oc4c(SCC(N)=O)ncnc4c3cc2CO1 | 0.1 | / | -2 | 4 | 97 | -9 | -0.2 | -1 | -3
Cc1sc2c(c1C)CN(Cc1ccncc1)CN2C(=O)c1ccco1 | 0.0 | -1 | -7 | 8 | 104 | -1 | 0.1 | 0 | 5
O=C(COc1ccccc1)N1CCN(C(=O)c2cccc(F)c2)CC1 | 0.1 | 0 | -1 | 5 | 104 | -9 | 0.6 | 6 | -1
C(=N\n1cnnc1)/c1ccc(OCc2ccccc2)cc1 | -0.5 | 5 | -5 | 0 | 102 | -7 | -0.4 | 4 | 0
CC(C)(C)NC(=O)Cc1ccc(S(=O)(=O)N2CCCC2)s1 | 0.3 | 14 | 0 | -3 | 103 | -3 | -0.3 | 3 | -6
Cc1ccc(-n2nc3c(c2NC(=O)c2cccs2)CSC3)cc1 | 0.4 | -5 | -6 | 8 | / | -8 | -0.1 | / | 19
CC(CN1CCCC1)OC(=O)COc1ccccc1 (configuration not stated) | 0.2 | 1 | -4 | 3 | 108 | -10 | 0.5 | 3 | 3
CCCn1c(C(CO)Nc2nc(-c3cccc(Br)c3)cs2)nc2ccccc21 (configuration not stated) | -0.3 | 4 | -3 | 8 | 93 | 1 | 0.4 | -5 | 7
O=C(NC1CCCCC1)C(c1ccco1)N(C(=O)c1csnn1)c1cccc(Cl)c1 (configuration not stated) | -0.2 | -11 | -9 | 3 | 94 | -7 | 2.0 | -1 | -5
COc1ccc2nc(NC(=O)CSc3nc4cccnc4n3C)sc2c1 | 7.6 | 0 | 2 | -6 | 99 | -17 | 8.4 | 2 | -20
O=C(Cn1c(NCCCO)nc2ccccc21)c1ccc(Br)cc1 | 3.3 | -1 | 4 | -14 | 94 | 2 | 2.1 | -3 | 6
CCc1c(C)sc(NC(=O)Cn2nc(C(F)(F)F)c3c2CCCC3)c1C#N | -0.2 | / | -4 | 8 | 90 | -1 | 0.8 | -4 | -13
CCOC(=O)C1CCCN(C(=O)C2CCN(C(=O)Nc3ccccc3)CC2)C1 (configuration not stated) | -1.6 | / | -3 | / | / | 0 | -0.7 | / | /
CCOC(=O)N1CCC(NC(=O)CS(=O)(=O)Cc2nc(-c3cccc(OC)c3)oc2C)CC1 | 0.6 | 10 | -4 | -9 | 97 | -4 | 0.8 | -4 | -2
O=C(NCCc1ccccc1)C1CCN(S(=O)(=O)c2ccc(-c3nn[nH]n3)cc2)CC1 | 0.4 | 20 | -4 | 4 | 101 | -10 | 0.4 | 14 | -6
Nc1nnnn1/N=C/c1ccccc1OCc1ccc(Cl)cc1Cl | -1.0 | 0 | -7 | 0 | 94 | -5 | -0.8 | 0 | -10
Cc1cc(OCCCCNC(C)C)cc(C(C)C)c1 | 1.0 | 34 | -12 | -8 | 97 | 0 | 1.4 | -1 | -1
COc1cccc(NC(=O)CN2C(=O)NC3(CCCC3)C2=O)c1 | 0.0 | 26 | -7 | -2 | 99 | -6 | 0.1 | -6 | 2
SMILES | OXTR agonist | NALP1 yeast inh | GalR3 antag | PfM18AAP inh | MEKK2 WT-MEK5 | OXTR potentiate | V1R ag counter | MEKK2mut PB1 HTS | GPR7 antag
O=C(N/C(=C/c1ccc(F)cc1)C(=O)N1CCCC1)c1ccccc1 | 0.1 | 1 | -8 | 0 | 99 | -2 | 0.1 | -2 | -7
O=C(COC(=O)/C=C/c1ccc(F)cc1)Nc1ccc(S(=O)(=O)N2CCOCC2)cc1 | 8.1 | / | -3 | / | / | -11 | 7.6 | / | /
COc1cc(NC(=O)c2cccs2)c(C(=O)OCC(=O)c2cc(C)n(-c3ccccc3)c2C)cc1OC | -1.1 | 16 | 2 | 4 | 100 | 3 | 0.3 | 2 | 0
CC(C)(C)C(=O)NNC(=O)CCCOc1ccc(Cl)cc1Cl | 3.8 | 8 | -8 | 6 | 99 | -11 | 1.9 | 1 | -3
Cc1cc(C)nc(NS(=O)(=O)c2ccc(NC(=O)CN3C(=O)C4CC=CCC4C3=O)cc2)n1 (configuration not stated) | 0.5 | -11 | -3 | 3 | 94 | -12 | 1.3 | -7 | -7
CC12CCC(=O)N1C(C(=O)NNC(=O)c1ccccc1)CS2 (configuration not stated) | 0.6 | / | 1 | / | / | -5 | 1.3 | / | /
Cc1ccc(S(=O)(=O)NCC(=O)OCC(=O)c2cc(C)n(-c3ccccc3)c2C)cc1 | -3.5 | 31 | -5 | 3 | 103 | -10 | 0.9 | 1 | -18
